Screening results from PubChem.
Abeta yeast res – qHTS for compounds that reverse cellular toxicity of Amyloid beta (A-beta) peptide in yeast: Primary Screen; yeast expressing A-beta42, growth rescue, OD600, 48 h; response scale: 0% DMSO, 100% iron-clioquinol control; Potency, µM (titrated, usually from 46.1 µM), for inactives: at the top dose growth rescue, usual class: activators; hit rate 0.063% among 410,000; AID 1347071, 2019; also: potency is read from the fitted curve at half-maximal effect; nearly all actives have a fitted effect of over 55% in size
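Yeast growth medium received pinned compounds, then yeast cells expressing toxic A-beta were added; plates incubated at 30 C for 48 hr. Growth read as absorbance at 600 nm, normalized to DMSO and equimolar FeCl3 plus clioquinol controls.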
FUS yeast rescue – qHTS for Suppressors of FUS Proteinopathy: Primary screen using FUS-linked yeast assay | S. cerevisiae FUS-expressing, growth rescue, OD600, 24 h | Potency, µM (series often up to 76.6 µM), for inactives: at the top dose growth rescue (activation), hits mostly activators | hit rate 0.24% among 390,000 | AID 1347120, 2019;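 also: potency is read from the fitted curve at half-maximal effect; plate controls were DMSO vehicle for no effect and reference control for full effect; nearly all actives have a fitted effect of over 55% in size; some results filed as inactive show a strong effect at the top dose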
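Cultures pregrown in 2.5% raffinose medium are shifted to minimal medium containing 2% galactose to express toxic FUS. Compounds are tested at several concentrations. After 24hr at 30C, growth is quantified at 600 nm absorbance.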
EPAC2 agonist – qHTS for Agonist of cAMP-regulated guanine nucleotide exchange factor 4 (EPAC2): primary screen; hit rate 0.079% among 360,000; EPAC2 activation, biochemical qHTS; response scale: 100% = 6.5 mM cAMP response; Rap guanine nucleotide exchange factor 4 (Homo sapiens), Q8WZA2; Potency, µM (top dose mostly 154 µM), for the others: at the highest dose activation, usual class: activators; also: potency is read from the fitted curve at half-maximal effect; nearly all actives have a fitted effect of over 50% in size
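Compounds were added across a concentration range to EPAC2 (100 nM), RAP1B-BODIPY-GDP (250 nM) and GDP (50 uM). After 5 min at room temperature, fluorescence was recorded at 5-min intervals for 30 min.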
D3 antag – qHTS of D3 Dopamine Receptor Antagonist: qHTS; AID 652054, 2013; hit rate 2.5% among 360,000; max response, negative = inhibition, %; D(3) dopamine receptor (Homo sapiens), P35462; D3R cells, DiscoveRx beta-arrestin luminescence, antagonist mode; stronger effect = lower value; in the data active = max response below about -50%; inconclusive = no clear call, values can overlap the other calls; also: % is scaled to controls: 0 for no effect and ±100 for the full control effect; mostly tested at two doses, the higher about 12 µM
Target sequence (P35462 whole entry, looked up): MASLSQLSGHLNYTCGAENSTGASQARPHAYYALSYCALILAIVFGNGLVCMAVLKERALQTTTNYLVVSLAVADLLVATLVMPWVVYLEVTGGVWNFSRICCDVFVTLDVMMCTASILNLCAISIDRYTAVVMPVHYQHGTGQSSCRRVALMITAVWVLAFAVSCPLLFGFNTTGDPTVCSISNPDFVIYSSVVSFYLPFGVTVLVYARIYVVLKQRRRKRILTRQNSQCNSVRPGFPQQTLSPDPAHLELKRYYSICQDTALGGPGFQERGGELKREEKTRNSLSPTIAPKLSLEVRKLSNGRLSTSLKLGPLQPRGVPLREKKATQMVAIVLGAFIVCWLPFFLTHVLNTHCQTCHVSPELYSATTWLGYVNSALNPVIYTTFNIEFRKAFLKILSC
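Cells expressing the human receptor were seeded at 1500 cells/well, incubated overnight at 37 degrees C in 5% CO2, then exposed to library compounds with dopamine controls for 90 minutes at 37 degrees C before luminescent detection.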
aSyn rescue – qHTS of alpha-syn Inhibitors; Yeast expressing alpha-synuclein, growth rescue, BacTiter-Glo, 24 h; Potency, µM (doses to about 46.1 µM), for the others: at the highest dose growth rescue (activation), actives largely listed as activators; hit rate 0.14% among 370,000; also: potency is read from the fitted curve at half-maximal effect; % of control where 0% means no effect; nearly all actives have a fitted effect of over 65% in size
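Readout is rescue of growth in alpha-synuclein-expressing yeast, so inhibitors of toxicity appear as activators. Growth after 24 hr at 30 deg C in galactose medium is quantified by luminescence.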
DRD3 agonist – qHTS of D3 Dopamine Receptor Agonist: qHTS; max activation, %; D3R DiscoveRx beta-arrestin cells, luminescence, 90 min; AID 652048, 2013; D(3) dopamine receptor (Homo sapiens), P35462; hit rate 0.58% among 410,000; in the data active = max activation above about 30%; also: 0% is about no effect; mostly tested at two doses, the higher about 12 µM
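Agonist mode: compounds and dopamine controls were applied to plated cells for 90 min at 37 degrees C after an overnight attachment at 1500 cells/well. Luminescent read-out followed 30 - 60 minutes at room temperature with DiscoveRx detection reagent.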
TDP-43 yeast inh – qHTS of TDP-43 Inhibitors | TDP-43 expressing yeast growth rescue, BacTiter-Glo, 24 h | hit rate 1.8% among 410,000 | Potency, µM (highest dose often 46.1 µM), without a hit: at the highest dose growth rescue (activation), actives largely listed as activators; also: potency is read from the fitted curve at half-maximal effect; % of control where 0% means no effect; nearly all actives have a fitted effect of over 50% in size
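Cell-based yeast growth screen: TDP-43 expression induced in galactose, inoculum OD600=0.02 after raffinose pregrowth to mid-log. Read-out BacTiter-Glo luminescence at 24 hr, 30 deg C; inhibition of toxicity seen as signal increase.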
EPAC2 antagonist – qHTS for Antagonist of cAMP-regulated guanine nucleotide exchange factor 2 (EPAC2): primary screen; EPAC2 GEF exchange of Rap1B-BODIPY-GDP, fluorescence; Rap guanine nucleotide exchange factor 4 (Homo sapiens), Q8WZA2; hit rate 0.18% among 360,000; Potency, µM (doses to about 114 µM), for inactives: at the highest dose activity, negative = inhibition, most hits filed as inhibitors; also: potency is read from the fitted curve at half-maximal effect; % is scaled to controls: 0 for no effect and ±100 for the full control effect; nearly all actives have a fitted effect of over 45% in size; many of its hits are not listed in these tables
Active calls of the source: *; ? = inconclusive; . = not tested or not shown; & = joins results of further samples; [ ] = dose if it differs, or a comment. Unless noted, calls follow the shape of the dose curve; as a rule, active = well fitted curve in the direction sought with a large enough effect; inconclusive = small, poorly fitted or top-dose-only effect, or another doubt; inactive = no such curve, though single readings can be large; an effect the other way counts as inactive or inconclusive. This is a subset; count on the stated rates, not on these rows.

Under each structure: Abeta yeast res	FUS yeast rescue	EPAC2 agonist	D3 antag	aSyn rescue	DRD3 agonist	TDP-43 yeast inh	EPAC2 antagonist
1) COc1ccc(/C=C\C(=O)NC2CC(=O)N(c3ccccc3)C2)cc1OC (stereo unspecified)
 : 0%	7%	.	.	.	-8	6%	.
2) COC(=O)c1ccccc1-c1ccc(/C=C2\C(=O)N(c3ccccc3)N=C2c2ccccc2)o1
 : -10%	44%	7%	-12	-5%	8	-26%	2%
3) CN(C)c1ccc(CNC(=O)Cn2c(=O)oc3cc(S(=O)(=O)NCc4ccccc4)ccc32)cc1
 : -11%	15%	.	.	.	5	13%	.
4) CCCCNC(=O)c1sc2nc(C)cc(COC)c2c1-n1cccc1
 : -8%	.	-12%	8	-8%	7	?	-7%
5) CC1=C(C#N)C(NC(=O)c2ccc(Cl)cc2)(C(F)(F)F)C(=O)N1 (stereo unspecified)
 : 7%	5%	9%	-4	-2%	-12	-12%	-15%
6) CCc1nnc(NS(=O)(=O)c2ccc(N=Cc3c(C)[nH]n(-c4cccc(Cl)c4)c3=O)cc2)s1
 : 4%	25%	-9%	10	-9%	-8	5%	0%
7) Cc1ccc(S(=O)(=O)N(C)CCCC(=O)Nc2cccc3ccccc23)cc1
 : ?	20%	10%	5	13%	7	?	-22%
8) C/C(=N\O)C1CC(CC(=O)O)C1(C)C (stereo unspecified)
 : 12%	-36%	12%	-18	-2%	-3	1%	21%
9) Cc1nc(-c2ccccc2)sc1CCNS(=O)(=O)c1ccccc1
 : -7%	17%	.	.	?	1	?	.
10) CN(C)CCCNc1cc(N2CCN(C3CCCCC3)CC2)c2noc3c2c1C(=O)c1ccccc1-3
 : -19%	-11%	.	.	.	-19	-1%	.
11) Cc1c(C(=O)Nc2ccccc2Cl)oc2ccc(S(=O)(=O)N3CCCCC3)cc12
 : -15%	-9%	.	.	.	1	-3%	.
12) COC(=O)C(CSCc1ccccc1)NC(=O)CSc1nc(N)cc(=O)[nH]1 (stereo unspecified)
 : 7%	34%	-1%	-5	10%	4	-6%	2%
13) CC(C)C[C@H](NC(=O)N1CCn2c1nc1ccccc12)C(=O)NC1CC1
 : 6%	26%	3%	-8	8%	-1	-2%	1%
14) COc1ccc2oc(C(=O)OCC(=O)N3CCCCC3)c(C)c2c1
 : -7%	12%	26%	-1	-3%	-10	-1%	2%
15) CCCC(=O)N1CCC1(C)C(=O)Nc1cc(C)ccc1C (stereo unspecified)
 : -4%	23%	4%	16	2%	3	7%	0%
16) O=C(COc1ccc(Br)cc1)N(Cc1ccccc1)c1ccccn1
 : -9%	.	4%	17	10%	0	16%	-3%
17) CCn1c(O)c(C(C#N)=C2N=c3ccccc3=N2)c2ccccc21
 : -8%	0%	-2%	-21	-13%	-2	-16%	12%
18) COc1ccc2cc(CN(CC3COCCO3)S(=O)(=O)c3ccccc3)c(=O)[nH]c2c1 (stereo unspecified)
 : 3%	.	-3%	1	1%	9	16%	5%
19) COC(=O)CCC(=O)OC1(C)C(=O)C=C2C=C(C3CC3)N(C(CO)CO)C=C2C1=O (stereo unspecified)
 : -8%	-5%	6%	-26	-5%	3	-6%	-2%
20) COc1ccc(S(=O)(=O)Nc2nnc(C(C)C)s2)cc1
 : 17%	2%	-1%	7	-4%	0	0%	11%
21) CC(=O)c1ccc(OCCCOc2cccc3cccnc23)cc1
 : -3%	-4%	12%	0	16%	-13	20%	-4%
22) Cc1c(C=O)c2ccccc2n1CC(=O)NCc1ccccc1
 : -12%	-3%	2%	13	-6%	2	-12%	13%
23) O=C(NNC(=O)c1ccccc1Cl)c1ccco1
 : 8%	8%	14%	-20	0%	-8	-17%	0%
24) Cc1ccc(S(=O)(=O)Nc2ccc(-c3ccc(N4CCCCCC4)nn3)cc2)cc1C
 : -17%	0%	.	.	.	-2	0%	.
25) CC(=Nc1ccccc1C)C1=C(O)CSC1=O
 : -14%	20%	1%	13	-29%	7	-7%	-7%
26) Cc1noc(C)c1S(=O)(=O)N(C)C[C@H]1OCc2cn(nn2)CCCC(=O)N([C@H](C)CO)C[C@@H]1C
 : 8%	-3%	-8%	12	1%	5	30%	-2%
27) O=C(CCCc1nc(-c2ccccc2)no1)Nc1cc(C(F)(F)F)cc(C(F)(F)F)c1
 : -2%	-19%	.	.	.	5	8%	.
28) COc1ccc2cc(/C(C)=N/NC(=O)c3cc(C)oc3C)ccc2c1
 : 6%	-14%	2%	16	-1%	1	21%	-6%
29) CCOC(=O)C1=C(CS(=O)(=O)c2ccc(F)c(C)c2)NC(=O)NC1c1ccc(O)c(O)c1 (stereo unspecified)
 : -15%	1%	1%	12	-17%	2	0%	-8%
30) CCOC(=O)COc1ccc2cc(C(=O)OCC)c(=O)oc2c1
 : -12%	.	-1%	-15	1%	-4	4%	2%
31) Cc1cc(=O)[nH]c2nnc(SCC(N)=O)n12
 : 10%	-20%	.	.	.	-8	0%	.
32) COCCNC(=O)CSc1nc(N)c(NC(=O)c2ccccc2F)c(=O)[nH]1
 : 2%	.	8%	-16	-11%	3	-1%	-9%
33) CC(C)C[C@H]1CN=C(N(C)C)N1CCc1cccc(F)c1
 : -19%	-11%	10%	7	-5%	1	-4%	11%
34) O=C(NCCc1ccncc1)c1ccc2nc(Cc3cccc(Cl)c3)oc2c1
 : 7%	.	-3%	16	6%	16	5%	6%
35) Cc1sc2ncnc(NCCCn3ccnc3)c2c1C
 : 15%	0%	-3%	-19	3%	2	-8%	2%
36) CSc1ccc2nnc(-c3cccc(F)c3)n2n1
 : 3%	18%	3%	-4	11%	2	-6%	3%
37) COc1ccc(S(=O)(=O)NC(CC(=O)O)c2ccco2)cc1 (stereo unspecified)
 : 7%	.	5%	1	-5%	4	9%	2%
38) Cc1ccc(S(=O)(=O)CCC(=O)Nc2ccc(F)cc2)cc1
 : -13%	31%	6%	-23	-1%	-11	-24%[9.22 µM]	5%
39) CSCCC1NC(=O)N(CC(=O)Nc2c(C(C)C)cccc2C(C)C)C1=O (stereo unspecified)
 : 8%	-3%	3%	-17	1%	-7	1%	2%
40) CC(C)CC1Nc2ncnc(N3CCN(c4ccccn4)CC3)c2N(Cc2ccccc2)C1=O (stereo unspecified)
 : 0%&9%	3%&3%	9%&-11%	-23&-8	-1%&12%	-9&-4	-4%&-11%	?
41) O=C(NCc1ccco1)C1CCN(S(=O)(=O)c2cccc([N+](=O)[O-])c2)CC1
 : 6%	-6%	2%	4	-8%	4	-6%	-5%
42) Cc1c(Cl)cccc1NS(=O)(=O)c1cccc2nsnc12
 : -7%	20%	16%	-3	15%	-11	?	-23%
43) Cc1ccc(S(=O)(=O)N(CC(O)CN2CCCC2)c2ccccc2)cc1 (stereo unspecified)
 : 4%	2%	4%	?	0%	-25	-7%	8%
44) Oc1oc(-c2ccccc2)nc1/C=N/c1ccccn1
 : -12%	2%	4%	-8	0%	5	-7%	-10%
45) Cc1ccc(-c2csc(N3CCC(NS(=O)(=O)c4ccc5c(c4)OCCO5)CC3)n2)cc1
 : 6%	29%	3%	20	14%	1	26%	5%
46) NS(=O)(=O)c1ccc(NC(=O)CN2C(=O)COc3ccc(Cl)cc32)cc1
 : -24%	7%	.	.	.	-28	-16%	.
47) Cc1ccc(NC(=O)CN(C)Cc2ccc(Cl)cc2)cc1
 : 10%	-36%	11%	-23	4%	-17	0%	-24%
48) CCCCn1c(=O)c(C(=O)OCC)c(O)c2ccccc21
 : -28%	?	-5%	59	7%	9	16µM*	-8%
49) CN(C(=O)c1ccccc1)C1c2c(ccc3ccccc23)OCC1CO (stereo unspecified)
 : 2%	-18%	12%	51	7%	3	2%	-9%
50) O=c1c2[nH]c3ccc(F)cc3c2ncn1CC1CCCO1 (stereo unspecified)
 : -5%	-3%	6%	-8	0%	-6	11%	-10%

More records
Under each structure: Abeta yeast res	FUS yeast rescue	EPAC2 agonist	D3 antag	aSyn rescue	DRD3 agonist	TDP-43 yeast inh	EPAC2 antagonist
51) COC(=O)c1c(C)oc(C)c1S(=O)(=O)N1CCCCC1
 : 10%	-32%	5%	15	0%	7	7%	-2%
52) CCn1c(SCC(=O)OC)nnc1-c1ccccc1
 : -19%	16%	14%	-8	-8%	-1	-20%	0%
53) COc1ccc(OCC(=O)Nc2nonc2NC(=O)COc2ccc(OC)cc2)cc1
 : -16%	17%	-5%	11	-13%	4	-20%	5%
54) COc1ccccc1CC(=O)Nc1ccc2c(c1)CCC2
 : 20%	.	-13%	?	11%	2	0%	1%
55) COc1ccc(C(=O)COC(=O)CNC(=O)c2ccc(Cl)cc2Cl)c(OC)c1
 : 16%	-3%	7%	6	2%	9	-3%	-6%
56) CCc1nc2ccc(C(=O)Nc3ccc4c(c3)OCC(=O)N4)cn2c1N(CC)Cc1cccc(Br)c1
 : -14%	?	6%	0	-2%	5	-21%	-16%
57) O=C(C[C@H]1C[C@H](C(=O)N2CCCCC2)[C@@]2(CCc3ccccc3)c3[nH]c4ccc(Cl)cc4c3CCN2C1=O)NCCC1=CCCCC1
 : 2%	-14%	-2%	5	-5%	22	15%	8%
58) COc1cc(NC(=O)CN(C)C2CCCCC2)c(C)cc1[N+](=O)[O-]
 : 5%	.	-15%	17	0%	2	22%	2%
59) Cn1c(=O)c2c(nc(NCc3cccnc3)n2Cc2ccccc2Cl)n(C)c1=O
 : -9%	-6%	6%	5	0%	2	7%	2%
60) CC(=O)Nc1cccc(OCC(=O)/C=C2\N(C)c3ccccc3C2(C)C)c1
 : 7%	-9%	5%	12	13%	4	2%	-8%
61) CCOc1ccc(OCc2ccc(C(=O)N3CCCCC3)o2)cc1
 : -1%	9%	-3%	6	6%	2	25%	-13%
